# Screening data: PubChem BioAssay, The Scripps Research Institute Molecular Screening Center
# LYPLA1 inh: counter-screen for PME1 inhibitors: inhibitors of human LYPLA1; O75608; recombinant LYPLA1, FP-Rh probe fluorescence polarization; inhibition, % at 5.9 µM; hit rate 0.16% among 320,000; AID 2174;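 active = inhibition above the mean of all tested compounds plus 3 SD, set per campaign, cut at about 14% in these data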;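 also: inhibitors block serine hydrolase probe labeling of LYPLA1 so polarization falls; 0% = enzyme with DMSO and 100% = wells lacking LYPLA1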
# LYPLA2 counter: counter-screen for PME1 inhibitors: inhibitors of human LYPLA2. recombinant LYPLA2, FP-Rh probe fluorescence polarization. inhibition, % at 5.9 µM. hit rate 0.38% among 320,000. AID 2177;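 active = inhibition above the screen-wide mean plus 3 SD, limit set per campaign, cut at about 26% in these data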;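 also: 0% = LYPLA2 with DMSO and 100% = wells lacking LYPLA2 enzyme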
# PREPL inh: inhibits the human prolyl oligopeptidase-like enzyme; hit rate 0.68% among 320,000; Q4J6C6; inhibition, % at 5.96 µM; recombinant PREPL, fluorescence polarization activity-based probe; AID 2751; in the data active = inhibition above about 43%;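 also: 0% = enzyme with DMSO and 100% = wells lacking enzyme; many of its hits are not listed in these tables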
# PAFAH2 inh: inhibitors of human PAFAH2 | recombinant PAFAH2, FP-rhodamine activity probe, fluorescence polarization | inhibition, % at 3.39 µM | hit rate 0.99% among 340,000 | AID 492956;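 active = inhibition above the mean over all tested compounds plus 3 SD, cut at about 30% in these data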;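 also: inhibitors block probe labeling of enzyme so polarization drops; 0% = enzyme with DMSO and 100% = wells lacking PAFAH2 protein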
# pPAFAH FP inh: inhibitors of human plasma PAF acetylhydrolase (pPAFAH) | Q13093 | recombinant pPAFAH, FP-rhodamine probe fluorescence polarization | inhibition, % at 3.39 µM | hit rate 1.5% among 330,000 | AID 463082;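 active = inhibition above the mean inhibition across the screen plus 3 SD, cut at about 25% in these data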;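 also: inhibitors block binding of the rhodamine activity-based probe so polarization drops; 0% = enzyme with DMSO and 100% = wells lacking pPAFAH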
# Target sequence (Q13093 whole entry, looked up): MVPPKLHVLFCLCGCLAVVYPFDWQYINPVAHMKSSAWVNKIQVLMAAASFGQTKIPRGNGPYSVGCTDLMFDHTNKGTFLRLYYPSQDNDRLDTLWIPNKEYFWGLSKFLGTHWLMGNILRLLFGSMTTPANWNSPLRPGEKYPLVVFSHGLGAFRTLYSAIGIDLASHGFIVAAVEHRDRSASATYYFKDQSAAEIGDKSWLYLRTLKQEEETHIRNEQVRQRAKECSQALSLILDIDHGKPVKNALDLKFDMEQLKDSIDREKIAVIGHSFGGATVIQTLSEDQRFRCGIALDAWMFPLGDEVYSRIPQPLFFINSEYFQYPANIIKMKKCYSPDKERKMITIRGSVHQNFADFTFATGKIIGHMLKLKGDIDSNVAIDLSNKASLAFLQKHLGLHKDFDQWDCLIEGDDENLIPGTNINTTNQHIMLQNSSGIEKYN
# PAFAH1B3 FP inh: blocks human PAF acetylhydrolase 1B catalytic subunit 3 | recombinant PAFAH1B3, FP-rhodamine probe, fluorescence polarization | inhibition, % at 3.39 µM | hit rate 0.28% among 340,000 | AID 492972;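 active = inhibition above the screen-wide average of all tested compounds plus 3 SD, cut at about 25% in these data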;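 also: 0% = enzyme with DMSO only and 100% = wells lacking PAFAH1B3 protein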
# Target sequence (Q15102 whole entry, looked up): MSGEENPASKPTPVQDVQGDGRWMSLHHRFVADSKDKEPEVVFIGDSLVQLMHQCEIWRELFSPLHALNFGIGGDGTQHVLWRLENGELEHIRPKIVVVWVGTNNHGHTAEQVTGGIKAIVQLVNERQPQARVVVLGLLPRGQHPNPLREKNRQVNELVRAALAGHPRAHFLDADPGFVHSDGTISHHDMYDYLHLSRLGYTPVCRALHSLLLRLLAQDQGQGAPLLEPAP
# EBNA-1 inh: blocks EBNA-1 binding to DNA. inhibition, % at 14.8 µM. EBNA-1 DNA binding, fluorescence polarization. hit rate 0.34% among 300,000; in the data active = inhibition above about 28%
# PAFAH1B2 FP inh: inhibitors of human PAFAH1B2. P68402. recombinant PAFAH1B2, FP-rhodamine activity probe, fluorescence polarization. inhibition, % at 3.39 µM. hit rate 1.2% among 340,000. AID 492953;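 active = inhibition above the mean of all tested compounds plus 3 SD, cut at about 24% in these data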;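 also: 0% = enzyme with DMSO and 100% = wells lacking PAFAH1B2; many of its hits are not listed in these tables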
# Target sequence (P68402 whole entry, looked up): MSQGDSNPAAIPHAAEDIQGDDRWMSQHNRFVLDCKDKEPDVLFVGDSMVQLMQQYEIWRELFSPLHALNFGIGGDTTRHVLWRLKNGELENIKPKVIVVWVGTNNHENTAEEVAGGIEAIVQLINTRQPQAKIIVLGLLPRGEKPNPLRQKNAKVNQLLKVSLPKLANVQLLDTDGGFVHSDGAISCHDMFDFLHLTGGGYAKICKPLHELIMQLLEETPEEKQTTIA
# ZTA counter: counter-screen for EBNA-1 inhibitors: inhibitors of Epstein-Barr virus ZTA. AID 2234. hit rate 0.15% among 320,000. ZTA-DNA binding, fluorescence polarization. inhibition, % at 11 µM. P03206; in the data active = inhibition above about 33%
# The depositor's hits bear a star; / = no result given.
SMILES,LYPLA1 inh,LYPLA2 counter,PREPL inh,PAFAH2 inh,pPAFAH FP inh,PAFAH1B3 FP inh,EBNA-1 inh,PAFAH1B2 FP inh,ZTA counter
CCc1noc(C)c1C(=O)N1CCCSC1=Nc1ccccc1,3,-3,13,1,-1,4,-9,-3,-7
O=C(CN1CCSCC1)N/N=C/c1ccc(F)cc1F,0,11,13,0,4,3,2,3,-12
C/C(=N\NC(=O)COc1ccc(C)cc1Br)c1cc([N+](=O)[O-])cs1,-5,-3,7,-7,7,7,-2,-4,6
CN(/N=C/c1ccccc1O)C(=S)c1ccccc1,3,2,-16,1,-4,2,-5,3,-8
COc1cc(OC)cc(C(=O)Nc2cc(C)on2)c1,-3,-5,1,-3,4,3,-3,0,0
O=C(CCCC(=O)N(CC(=O)NC1CCCC1)C1CCCC1)Nc1ccccn1,4,1,22,-10,-3,2,-1,3,-2
C/C(=N\NC(=S)NCc1ccccc1)c1cccs1,2,1,1,0,13,11,-8,3,2
Cc1cccc(Cn2ccc(NC(=O)c3ccc4c(c3)OCO4)n2)c1,-1,5,1,1,2,1,-14,-2,-1
Cc1cccc(Nc2ccc(C(=O)O)cc2[N+](=O)[O-])c1C,-3,-5,-2,2,6,3,7,12,3
O=C(CCCNC(=O)c1ccc(Cl)cc1)Nc1ccc(S(=O)(=O)Nc2ncccn2)cc1,3,8,-4,-6,3,-5,-5,-2,-22
Cc1ccc2c(c1)N(S(=O)(=O)c1ccc3c(c1)NC(=O)CC(=O)N3)CCO2,4,-2,2,22,-7,-1,-8,8,-3
O=C1CSc2ccc(C(=O)NCCc3ccc(Cl)cc3Cl)cc2N1,/,/,17,5,24,4,/,9,/
CCC1CCCCN1S(=O)(=O)c1ccc2c(c1)CCN2C(C)=O (stereo not given),-4,0,10,4,6,-2,11,2,8
COC(=O)c1scc(C)c1S(=O)(=O)Nc1ccc(C)cc1,-3,0,-4,8,-5,-1,-3,3,8
Cc1cccc(C(=O)O)c1NC(=O)Cc1cccc2ccccc12,-2,-2,-8,-5,6,12,-2,12,-3
Cc1ccc2nc3c(cc(C(=O)NCCc4ccccc4)c(=N)n3CCCN3CCOCC3)c(=O)n2c1,1,5,53*,5,1,4,2,7,3
COc1ccc(CNC(=O)CN(C(=O)CCC(=O)Nc2nccs2)c2ccccc2C)cc1,-3,-6,0,10,4,7,7,5,12
COc1ccc(CNC(=O)c2coc(=O)c3ccccc23)cc1,0,-7,17,5,1,-1,4,4,1
Cc1ccc(C2C(C#N)=C(N)SC(N)=C2C#N)o1,-21,-36,-5,/,29*,/,0,/,9
COC(=O)NC(=C(Cl)Cl)S(=O)(=O)c1ccccc1,3,4,-1,8,0,10,-4,-2,-1
NC(=O)N/N=C/c1ccccc1OC(=O)c1ccccc1Br,-1,-5,-11,-7,-6,7,-3,6,11
Cc1cc(C)nc(N2CCCC(C(=O)NC(C)CCc3ccco3)C2)n1 (stereo not given),2,5,5,-4,4,0,-6,5,1
CCOC(=O)C(=NC(C)CC)NNc1ccc(Br)cc1 (stereo not given),3,7,5,5,4,-4,3,3,-12
COc1ccccc1NC(=O)Cn1nc(-c2ccc(Cl)cc2)c2ccccc2c1=O,-7,-14,3,2,-7,-5,-9,5,-4
Nc1nc2n(n1)C(=O)CC(c1ccccc1[N+](=O)[O-])N2 (stereo not given),2,6,-3,9,2,9,10,1,19
O=C(CSc1ccc2nnc(-c3cccnc3)n2n1)NCC1CCCO1 (stereo not given),-2,1,-1,6,-2,-4,9,3,1
C(=N\N1CCOCC1)/c1nc(-c2ccccc2)n2ccccc12,2,5,13,3,12,7,8,6,-1
CN(C)c1ccc(C(C#N)c2ccc(Cl)cc2)nn1 (stereo not given),-2,0,3,-1,0,3,-13,8,-9
Cn1c(=O)c2c(nc(CN3CCc4ccccc4C3)n2CCCO)n(C)c1=O,0,-1,4,6,1,2,8,-5,11
Cc1nnc(NCCN2CCOCC2)[nH]c1=O,-4,0,-3,7,1,-3,3,6,6
CCN(CC)CCn1c(SCC(=O)Nc2ccc3c(c2)CCC3)nc2ccccc2c1=O,-2,-4,17,6,2,-6,/,25*,-17
CCOc1ccccc1CN1CCN(C2CCOCC2)CC1CCO (stereo not given),3,0,19,6,1,4,-3,0,-21
Cc1nc(Nc2ccc(S(=O)(=O)N3CCCC3)cc2)c2nnn(Cc3ccccc3)c2n1,-3,0,-12,-8,0,-11,8,2,3
Cc1cccc(NC(=O)c2ccc(F)c(S(=O)(=O)N3CCC4(CC3)OCCO4)c2)c1,-8,0,5,-2,1,5,2,8,-7
CC(=O)Nc1ccc(S(=O)(=O)N(C)c2nc3ccccc3nc2Cl)cc1,-4,-2,-9,11,-3,-5,-11,1,6
Cc1ccn2c(C(=O)NN=C3CCN(C)CC3)c(C)nc2c1,1,4,12,6,3,3,-6,5,10
CCn1c(SCC(=O)Nc2ccc3c(c2)OCCO3)nnc1-c1cccs1,-1,-2,8,-6,4,10,10,-1,7
CCCCC/C(=N\NC(=O)CCC(=O)NCc1ccccc1)c1ccccc1,1,1,4,-2,8,-7,-4,-1,-4
c1ccc(C2CC3CC(c4ccccc4)N2O3)cc1 (stereo not given),4,4,10,4,4,8,-5,11,-12
CCC(CC)C1=NN2C(=N)/C(=C/c3ccc(OC(=O)c4ccco4)cc3)C(=O)N=C2S1,-5,-4,12,14,6,8,3,9,23
O=C(NC1CCCCCC1)c1ccc(CS(=O)Cc2ccccc2Cl)o1 (stereo not given),-1,-4,1,2,3,3,-13,10,4
Cc1ccccc1NC(=O)CSc1nc2scc(C)c2c(=O)[nH]1,0,1,-4,9,5,-4,4,3,-16
COc1ccc(-c2ccc3c(c2)S(=O)(=O)c2cccc(C(=O)NC4CCCC4)c2C3=O)cc1OC,0,5,1,-8,4,3,/,-3,13
CCn1c(C)cc(/C=C2\NC(=O)N(Cc3ccccc3)C2=O)c1C,-2,-5,9,-15,13,-5,11,-10,-4
O=C(O)C1=C[C@@H](c2ccc(F)cc2)C[C@@H](OCCCCO)O1,0,10,5,-3,4,-3,-3,-1,-32
O=C(/C=C/c1ccccc1)C1=C(O)C(=O)N(CCO)C1c1ccc2c(c1)OCO2 (stereo not given),-1,-3,8,-2,3,2,1,0,-5
CC(=O)N1c2c(cc(Br)cc2S(=O)(=O)NCc2ccccc2)CC1C (stereo not given),1,-2,16,-2,0,2,-9,-2,-9
CC(C)(C)NC(=O)C(Cc1ccccc1)N1C(=O)c2ccccc2C1=O (stereo not given),1,-3,-9,-1,4,14,-2,6,-13
CC(C)=CC(=O)Nc1c(C)cc(C)cc1Cl,-3,2,-3,1,-3,13,14,-4,8
O=C(CCC(=O)NNc1nc2ccccc2c2nc(-c3ccccc3)nn12)NCCCN1CCOCC1,0,-1,3,2,-1,-1,-9,4,1
COc1ccc(-c2csc(N3CCSCC3)n2)cc1,0,3,8,-4,9,11,6,5,-6
COCC1CCCCN1C(=O)CCCn1nnnc1CN1CCC(C)CC1 (stereo not given),-4,1,1,0,3,1,2,2,-2
O=C(Cn1cnc2c(nnn2Cc2ccccc2)c1=O)N1CCN(c2ccccc2)CC1,0,5,23,-6,6,0,4,5,-3
CC(=O)Nc1ccc(S(=O)(=O)N(CCO)Cc2ccccc2)cc1,-4,-6,0,-1,5,6,-17,-5,0
CC(=O)N1C(=O)N(C)C2C1N(C(C)=O)C(=O)N2C (stereo not given),4,4,10,2,0,-2,13,1,6
COc1ccccc1N(CN1CCCC1=O)C(=O)c1c(F)cccc1F,0,-4,3,-4,-1,2,11,-2,4
C=CCNc1ncnc2c1[nH]c1ccccc12,1,7,5,6,0,3,0,0,3
C#CCOCCOCCOCCNc1nc(N2CCN(C(=O)[C@H](CCCCN)n3cc([C@@H](N)C(C)CC)nn3)CC2)nc(N2CCN(C(=O)[C@H](CCCCN)n3cc([C@@H](N)CO)nn3)CC2)n1 (stereo not given in full),-1,5,7,/,1,/,8,/,-2
COc1ccccc1NC(=S)Nc1ccccn1,2,-3,12,4,-6,12,-7,2,-8
COc1ccc(CC(=O)NC2CCSc3ccccc32)c(OC)c1 (stereo not given),0,5,1,-6,3,3,3,0,-3

# (list continues)
SMILES,LYPLA1 inh,LYPLA2 counter,PREPL inh,PAFAH2 inh,pPAFAH FP inh,PAFAH1B3 FP inh,EBNA-1 inh,PAFAH1B2 FP inh,ZTA counter
CC(C)(O)C#Cc1ccc(C(=O)N2CCCC(CNS(=O)(=O)c3cccs3)C2)o1 (stereo not given),0,2,10,4,0,-1,5,-6,-23
Cc1cc(C)c(S(=O)(=O)N(C)CC(=O)N2CCCCC2)c(C)c1,4,9,-7,7,52*,0,0,0,0
COc1ccc(C(=O)/C=C/c2ccc(O)cc2)cc1,-1,-3,17,-1,-1,2,-9,4,1
O=C(CSc1nnnn1-c1cccc2c1CCCC2)N1CCCCC1,-3,1,-2,19,5,6,10,-1,5
COc1cc(C)c(/C=C(\C#N)C(=O)Nc2ccc(C)cc2)cc1C(C)C,-2,-6,1,-13,-9,-1,-2,5,0
COc1ccccc1NC(=O)CN1C(=O)C(C)SC(C)C1=O (stereo not given),3,4,-1,-1,0,-1,-2,0,2
COc1ccccc1/C=N/NC(=O)C(=O)NCc1cccnc1,-1,1,-2,2,-1,12,-7,6,-6
O=C(c1ccco1)N1CCN(C(=O)c2cc(-c3ccccc3)nc3ccccc23)CC1,-3,1,1,-8,0,-3,4,5,-5
Cn1c(-c2ccccc2)cc2ccccc21,1,1,-22,-5,8,9,13,2,9
Cc1ccc(-c2cc(C(=O)N3N=C(C(F)F)CC3(O)C(F)F)c3ccccc3n2)cc1C (stereo not given),-16,-39,2,-31,-17,-12,-2,-4,-12
COC(=O)/C(=N/Nc1ccc(C)cc1)N1CCCc2ccccc21,0,2,2,8,4,11,-1,0,6
CNc1nnc(C(F)(F)F)s1,0,-3,14,-3,-1,0,-11,5,-15
O=C(CSc1nnc(CCCO)n1-c1ccccc1)NCCc1ccccc1,1,-1,-3,3,3,2,7,1,12
O=C(Nc1ccc(F)cc1F)c1cc2ncc(CCCl)cn2n1,-5,-6,0,8,6,7,-8,-3,1
Cc1cc(C)cc(N(C(=O)c2csnn2)C(C(=O)NC(C)(C)C)c2ccccn2)c1 (stereo not given),-1,0,4,4,5,8,0,-2,-1
C=CCN(CC=C)C(=S)NCCc1ccc(OC)c(OC)c1,-1,2,1,1,2,2,6,1,6
Cc1ccc(C(C)NC(=O)c2c(-c3ccccc3)noc2C)cc1C (stereo not given),-3,-2,1,1,2,2,-6,-2,-3
COC(=O)CCn1nnc(-c2cccs2)n1,-2,-6,-3,-7,4,12,-6,6,0
COc1ccc(N(C(=O)c2ccncc2)S(=O)(=O)c2cccc([N+](=O)[O-])c2)cc1,-4,-1,3,-1,3,-1,-1,-2,1

# A portion of the library. The share of hits here may be higher or lower than overall.
